Compound activity from PubChem.
LEDGF integ inh: blocks HIV-1 LEDGF/p75-dependent DNA integration. 0.64% of 370,000 active. TR-FRET IN-LEDGF/p75 DNA integration, Eu/Cy5. inhibition, % at 3.7 µM;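 active = inhibition above the screen-wide mean plus 3 SD, cut at about 13% in these data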;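 also: signal is the Cy5 over europium emission ratio at 671 and 618 nm; 0% = plate median of compound wells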
PG9 binder: small molecules binding HIV-1 gp120 antibody PG9; TR-FRET gp120-PG9 antibody binding; inhibition, % at 6.7 µM; 0.43% of 360,000 active; in the data active = inhibition above about 8.5%
PRMT1 inh: inhibitors of human PRMT1; Q99873; recombinant PRMT1, activity-based probe fluorescence polarization; inhibition, % at 2.79 µM; 1.3% of 370,000 active;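 active = inhibition above about 21% made by adding two undisclosed values, limit read from the data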
HTRA1 inh: blocks human HTRA1 serine peptidase; recombinant HTRA1, FP-rhodamine activity-based probe, fluorescence polarization; Q92743; AID 504803; 0.5% of 340,000 active; inhibition, % at 5.96 µM; in the data active = inhibition above about 36%;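 also: 0% = enzyme with DMSO and 100% = wells lacking enzyme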
Target sequence (Q92743 whole entry, looked up): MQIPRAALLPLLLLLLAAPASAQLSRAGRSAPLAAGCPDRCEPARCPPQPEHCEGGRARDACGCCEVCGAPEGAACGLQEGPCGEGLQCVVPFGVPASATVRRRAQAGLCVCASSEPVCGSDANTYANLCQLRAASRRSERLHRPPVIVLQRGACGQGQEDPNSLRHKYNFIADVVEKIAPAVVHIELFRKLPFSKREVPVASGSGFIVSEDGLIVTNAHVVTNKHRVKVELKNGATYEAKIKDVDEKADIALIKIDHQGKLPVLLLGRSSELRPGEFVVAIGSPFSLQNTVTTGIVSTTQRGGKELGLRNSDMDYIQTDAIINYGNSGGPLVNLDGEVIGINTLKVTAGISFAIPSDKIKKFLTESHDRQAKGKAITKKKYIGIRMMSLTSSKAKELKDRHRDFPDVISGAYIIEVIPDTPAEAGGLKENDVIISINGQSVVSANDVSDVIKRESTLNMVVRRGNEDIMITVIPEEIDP
TDP2 inh: blocks human TDP2 phosphodiesterase activity. O95551. recombinant TDP2, T5PNP hydrolysis, p-nitrophenol absorbance 415 nm. inhibition, % at 12.8 µM. 0.34% of 370,000 active. AID 720702;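 active = inhibition above the mean of all tested compounds plus 3 SD, set per campaign, cut at about 25% in these data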;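 also: 0% = DMSO with enzyme and 100% = buffer with substrate but no TDP2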
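Read-out basis: percent inhibition. System: recombinant human TDP2. Buffer or medium: Mg2+-containing Tris-HCl buffer, pH 7.5. Repeats: single replicate. Timing: reaction 2 h, 37 °C. Benchmarks: high control without enzyme, low control DMSO plus TDP2. Probe or stimulus: 5 mM T5PNP. Doses: 12.8 µM only. Measured by: epi absorbance of p-nitrophenol freed from T5PNP by hydrolysis.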
TCR-CD3 inh: inhibitors of human TCR-CD3 interaction. TAMRA-labeled TCR probe fluorescence, biochemical. inhibition, % at 9.4 µM. 0.37% of 360,000 active; in the data active = inhibition above about 19%;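 also: recombinant mutant TCR 2C K166C tagged with TAMRA read by polarization; 0% = receptor in buffer alone and 100% = receptor with positive control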
DDE Tn7 FP inh: inhibitors of Tn7 peptide binding to human fibrin DD(E). 0.13% of 370,000 active. FP displacement of FITC-Tn7 peptide from fibrin DD(E); 0% = median of compound wells per plate. inhibition, % at 8.3 µM. P02675;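 active = inhibition above the mean of compounds falling within the control limits plus 3 SD of them, cut at about 14% in these data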;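 also: 0% = plate median of compound wells and 100% = 10 µM Aha-Tn7 peptide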
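system = human fibrin DD(E) protein | quantity = DD(E) 2 µM final | medium = Tris/NaCl/CaCl2 buffer, pH 7.8 | also added = labelled Tn7 tracer, 0.1 µM | compound dosing = single point at 8.3 µM | timing = compound with protein 10 min, then 3 h after probe, room temperature | signal = FP measurement | benchmarks = Aha-Tn7 high control | repeats = one replicate per compound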
ABHD4 inh: inhibits mouse alpha/beta hydrolase domain 4. Q8VD66. purified mABHD4, FP-Rh probe fluorescence polarization. inhibition, % at 8.92 µM. 0.54% of 370,000 active. AID 720543;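 active = inhibition exceeding the mean over every tested compound plus 3 SD, cut at about 30% in these data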;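 also: 0% = plate median of compound wells and 100% = S159A mutant with DMSO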
Target sequence (Q8VD66 whole entry, looked up, the tested form may be a part): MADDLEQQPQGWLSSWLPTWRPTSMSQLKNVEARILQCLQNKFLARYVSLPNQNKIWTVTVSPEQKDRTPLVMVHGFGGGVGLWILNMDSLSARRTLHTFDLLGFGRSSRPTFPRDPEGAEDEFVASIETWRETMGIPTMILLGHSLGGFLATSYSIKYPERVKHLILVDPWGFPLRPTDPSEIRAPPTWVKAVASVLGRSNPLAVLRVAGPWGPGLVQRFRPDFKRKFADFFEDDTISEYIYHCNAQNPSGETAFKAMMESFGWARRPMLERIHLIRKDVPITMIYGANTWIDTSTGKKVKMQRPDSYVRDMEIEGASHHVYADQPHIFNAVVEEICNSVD
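Assay system: wild-type mouse ABHD4 protein; compound: single nominal dose of 8.92 µM, 0.89% DMSO final; schedule: 45 min + 60 min at 25 °C; measured by: FP readout, ex 525 nm / em 598 nm; evaluation: % inhibition of FP-Rh probe binding versus controls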
SIAE inh: inhibitors of human sialic acid acetylesterase SIAE. SIAE FP-Rh probe binding, fluorescence polarization. inhibition, % at 9.66 µM. 0.69% of 370,000 active;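 active = inhibition above a cutoff: mean of compounds within the control limits plus 3 SD of those, cut at about 17% in these data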;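 also: 0% = plate median of compound wells and 100% = probe without SIAE protein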
UHRF1 binding: human UHRF1 methylated DNA binding inhibitors. inhibition, % at 4.4 µM. 0.75% of 370,000 active. Q96T88. UHRF1 binding to methylated oligo, TR-FRET; in the data active = inhibition above about 21%;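 also: UHRF1 SRA domain binding a hemimethylated CpG hairpin DNA probe; 0% = median of test compound wells and 100% = reference inhibitor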
The depositor's hits bear a star; nt = no result given.

LEDGF integ inh	PG9 binder	smiles	PRMT1 inh	HTRA1 inh	TDP2 inh	TCR-CD3 inh	DDE Tn7 FP inh	ABHD4 inh	SIAE inh	UHRF1 binding
0	-0.9	Cc1ccc(N2CCN(C(=O)C3CCN(S(=O)(=O)c4cccc5nsnc45)CC3)CC2C)cc1 (centres undefined)	0	-6	-15	4	1	-7	3	-1
3	0.3	c1ccc(NCCSc2nc3ccccc3s2)cc1	-4	-3	2	5	-1	-3	3	-2
1	1.9	O=C(Nc1ccc2c(c1)OCO2)C1CCN(S(=O)(=O)c2ccc3c(c2)OCCO3)CC1	0	-11	9	-4	6	-3	-2	1
1	-0.3	CCSc1nc2sc3c(c2c(=O)n1-c1ccccc1C)CCN(C)C3	2	-19	5	6	-4	-4	0	0
-4	0.9	COc1ccc(CN2CCNC(=O)C2CC(=O)NCC2CCOCC2)cc1C (centres undefined)	5	11	1	4	0	7	3	4
-2	0.0	Cc1cccc(NC(=S)NCc2ccc3c(c2)OCO3)c1	2	-5	3	-3	9	3	0	2
1	-2.8	O=C(CN1CCN(C(=O)c2cncn2-c2ccc(F)cc2)CC1)Nc1ccccc1C(F)(F)F	2	7	6	2	-3	2	0	-1
3	1.3	CN(C)CC(CCCCC(CN(C)C)C(=O)c1ccccc1)C(=O)c1ccccc1 (centres undefined)	2	4	4	-3	3	4	1	4
4	0.2	CC1(C)Cc2c(c(-c3ccco3)nc3sc4c(NCCCO)ncnc4c23)CO1	18	-9	0	5	-2	-11	-14	1
1	-0.3	COc1ccc(Nc2nc(C)cc(=O)[nH]2)cc1	-1	-8	3	4	-3	10	1	1

LEDGF integ inh	PG9 binder	smiles	PRMT1 inh	HTRA1 inh	TDP2 inh	TCR-CD3 inh	DDE Tn7 FP inh	ABHD4 inh	SIAE inh	UHRF1 binding
-2	-2.6	CC(C(=O)NCCCc1ccccc1)c1ccc([N+](=O)[O-])cc1 (centres undefined)	-1	1	10	4	0	1	-3	-1
2	-0.5	Cn1c(CCNS(=O)(=O)c2ccccc2)nnc1SCc1cccnc1	3	-3	-2	-4	4	4	-5	0
2	-1.3	CC(C)(C)C1CCC(OC(=O)CCC(=O)Nc2ccccc2)CC1 (centres undefined)	-4	-13	4	9	1	-15	-4	5
1	-1.3	O=C(Cn1cnc2c(nnn2Cc2ccc(F)cc2)c1=O)OCc1ccccc1	-2	-2	-3	8	-7	4	7	0
-1	0.7	Cc1ccc(NC(=O)c2nc[nH]c2C(=O)NCC(=O)OC(C)(C)C)cc1	3	-7	-9	-6	4	-10	-1	0
1	-0.7	O=C(c1cc2cc(F)ccc2[nH]1)N1CCN(c2cccc(Cl)c2)CC1	-3	-12	-16	1	-7	-6	7	5
-10	7.7	COc1ccc(NC(=O)CN(C)C(=O)CNC(=O)c2sc3ccccc3c2Cl)cc1	1	-3	-6	-1	-1	-1	-7	2
3	3.1	COC(=O)CSc1nnc(CCc2nc3ccccc3[nH]2)n1C	0	8	1	-1	-4	4	2	1
0	-2.2	Cc1ccccc1CNC(=O)c1csc([C@H]2C[C@H](O)[C@@H](CO)O2)n1	-4	nt	6	2	-10	2	2	-3
-1	nt	CCCC[C@@H]1C(=O)N2N=Cc3cscc3[C@H]2N2N=Cc3cscc3[C@@H]12	2	nt	3	nt	12	-4	-2	0

LEDGF integ inh	PG9 binder	smiles	PRMT1 inh	HTRA1 inh	TDP2 inh	TCR-CD3 inh	DDE Tn7 FP inh	ABHD4 inh	SIAE inh	UHRF1 binding
5	0.0	Cc1cc(C)cc(N(C(=O)c2ccc3c(c2)OCO3)C2C=CS(=O)(=O)C2)c1 (centres undefined)	0	-1	-5	-6	3	-6	-5	1
2	-1.2	CCOc1ccc(C(=O)CCC(=O)Nc2cccc(S(=O)(=O)N3CCCCC3)c2)cc1	-1	-30	-13	7	0	-4	-9	0
2	-1.7	CCCCNC(=O)N1CCN(c2ncccn2)CC1	-1	10	5	7	-1	1	6	2
5	-1.0	CCCCCCC1CCC(C(=O)N2CCOCC2)CC1 (centres undefined)	-1	-1	-1	2	-3	2	2	1
-2	0.0	COCc1nnc(NC(=O)c2cc(OC)c(OC)cc2[N+](=O)[O-])s1	-2	2	10	0	5	-1	-19	-2
-1	0.9	CCNc1nc2nc3ccc(C)cn3c(=O)c2cc1C(=O)NCC1CCCO1 (centres undefined)	7	8	-4	-8	2	-4	-7	-2
-1	-0.5	CCOc1ccc(S(=O)(=O)N2CCN(CC(O)COc3cccc([N+](=O)[O-])c3)CC2)cc1 (centres undefined)	-3	-7	-10	-1	-2	-5	-2	0
2	-1.6	CCCCNC(=O)c1onc(CSc2ccc(C)c(C)c2)c1C(=O)O	3	-15	2	4	2	-23	-1	14
-5	-0.1	NC(=O)c1ccc(Oc2ccc(Cl)c3ccccc23)c([N+](=O)[O-])c1	1	-17	2	-6	3	-4	1	-1
-2	-1.1	CCOC(=O)/C(=N\Nc1ccccc1)P(=O)(c1ccccc1)c1ccccc1	1	5	3	-3	7	30*	5	1

LEDGF integ inh	PG9 binder	smiles	PRMT1 inh	HTRA1 inh	TDP2 inh	TCR-CD3 inh	DDE Tn7 FP inh	ABHD4 inh	SIAE inh	UHRF1 binding
0	0.1	COc1ccc(-c2coc3cc(OC)cc(OC)c3c2=O)cc1	-2	-1	-10	1	1	6	-1	-1
2	-0.8	O=C(C1CCCCC1)N1C[C@@H](n2cc(-c3ccc(F)cc3)nn2)[C@H](O)C[C@@H]1c1ccc(Cl)cc1	0	-54	0	6	-3	-8	-6	-1
4	0.8	Cc1ccc(N2C(=O)[C@@H]3C(c4cccnc4)=NO[C@@H]3C2=O)cc1	-1	nt	-24	-2	-3	-4	5	3
1	0.6	CCN(Cc1ccncc1)C(=S)Nc1c(C)cccc1C	-1	5	5	-1	-10	6	-4	0
1	-0.7	CCS(=O)(=O)Nc1ccc(C(=O)NCCSc2ccccc2)cc1	-4	2	-6	-1	1	-5	-1	5
2	-2.3	Cc1cccc(NC(=O)CCNS(=O)(=O)c2ccc(Cl)cc2)c1	0	3	6	-1	-9	-3	-4	1
1	3.0	CC1CCCC(NC(=O)c2ccc3snnc3c2)C1C (centres undefined)	4	-1	-2	-2	2	-3	13	-1
-1	-1.7	Cc1ccc(-n2c(SCC(=O)N(C)C3CCS(=O)(=O)C3)nc3ccccc3c2=O)cc1 (centres undefined)	-2	-3	4	1	3	-8	-4	1
0	-1.2	O=C(NN=C(Cc1ccccc1)Cc1ccccc1)c1ccccc1F	5	-2	-3	-6	0	-3	5	1
11	-3.1	COc1ccc(C(=O)COC(=O)C(CCCCN2C(=O)C3C4C=CC(C4)C3C2=O)N2C(=O)C3C4C=CC(C4)C3C2=O)cc1 (centres undefined)	2	-11	-11	-6	-5	-9	3	0

LEDGF integ inh	PG9 binder	smiles	PRMT1 inh	HTRA1 inh	TDP2 inh	TCR-CD3 inh	DDE Tn7 FP inh	ABHD4 inh	SIAE inh	UHRF1 binding
30*	-1.3	O=C(COC(=O)Cc1ccsc1)NCc1ccccc1	-2	-6	1	5	4	-5	1	1
-3	-1.8	COCCN(C(=O)CCC(=O)Nc1cc(C)on1)C(C(=O)NC1CCCC1)c1ccc(C(C)C)cc1 (centres undefined)	1	-6	3	3	-5	-8	-4	-1
-2	-1.2	Cc1nnc(SCc2ccccc2)n1N	2	-2	-8	-1	-11	-2	-3	0
1	-1.3	COc1ccc(NC(=O)CCCCCn2nnc3ccccc3c2=O)cc1OC	-1	3	-1	0	1	2	1	0
-2	-1.3	COCCNC(=S)Nc1cc(OC)c(OC)cc1C#N	4	3	-1	-2	-2	0	-1	10
3	-2.1	Cc1cc2c(Nc3ccccc3O)ncnc2s1	-3	5	1	9	-7	5	-2	1
-3	-0.7	C[C@@H]1Cc2[nH][nH]c(=O)c2[C@H](c2ccc(Cl)cc2)O1	2	nt	5	-7	-2	2	4	-7
2	1.1	CN(C)/C=N/c1cc(=O)n(C)c(=O)n1Cc1ccccc1	-1	-2	0	-1	-10	7	-7	0
-3	0.5	COc1ccc(S(=O)(=O)Cc2ccc(C(=O)NCc3ccc(C)cc3)o2)cc1	-5	-8	16	8	9	3	10	-1
3	-0.9	Cc1c(C(=O)N2CCN(c3ccc([N+](=O)[O-])cc3)CC2)oc2ccccc12	6	-23	-4	-2	3	-11	-6	-2

LEDGF integ inh	PG9 binder	smiles	PRMT1 inh	HTRA1 inh	TDP2 inh	TCR-CD3 inh	DDE Tn7 FP inh	ABHD4 inh	SIAE inh	UHRF1 binding
8	1.3	O=S(=O)(N1CCCCC1)N1CCN(c2ccc(F)cc2)CC1	-3	3	6	4	-1	2	4	-2
8	-1.4	CCOC(=O)C1CCCN(Cc2cc(Br)ccc2OC)C1 (centres undefined)	0	2	-2	-5	1	0	13	0
-1	-2.6	O=C(CN1CCN(C(=O)c2cccc(F)c2)CC1)NC1CCCCC1	1	nt	15	-1	-4	0	0	21
3	0.9	O=C(Nc1nnc([C@@H]2C[C@H](O)[C@@H](CO)O2)s1)NC1CCCCC1	-3	nt	2	2	-3	-20	-10	-2
2	-0.9	CCCOc1ccc(-c2cn3ccccc3n2)cc1	-1	-28	5	2	0	-4	7	-1
1	0.7	Cc1nc2ccccc2n1C(=O)c1ccc(Cl)cc1[N+](=O)[O-]	-4	6	0	0	-5	-8	5	-5
5	-6.8	COc1cc(/C=C2\SC(c3ccc(C)cc3)=NC2=O)ccc1O	29*	23	-13	-10	-10	-1	-5	-2
-2	-1.6	Cc1cc(Sc2nnc(N)s2)c2ccccc2n1	2	3	1	6	0	0	1	-4

Reformatted with tabs: part of the list above
molecule	LEDGF integ inh	PG9 binder	PRMT1 inh	HTRA1 inh	TDP2 inh	TCR-CD3 inh	DDE Tn7 FP inh	ABHD4 inh	SIAE inh	UHRF1 binding
O=S(=O)(N1CCCCC1)N1CCN(c2ccc(F)cc2)CC1	8	1.3	-3	3	6	4	-1	2	4	-2
CCOC(=O)C1CCCN(Cc2cc(Br)ccc2OC)C1 (centres undefined)	8	-1.4	0	2	-2	-5	1	0	13	0
